Screening data deposited in PubChem by Sanford-Burnham Center for Chemical Genomics.
MKP-3 inhibition: inhibition of rat DUSP6 enzyme activity – biochemical, in vitro, primary screen (AID 425) | recombinant MKP-3 phosphatase activity, fluorescence; higher % means a stronger effect | inhibition, % at 20 µM; hits with a dose series show IC50 in µM | 0.17% of 110,000 active; in the data active = inhibition above about 50%;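 note: plate controls were vehicle for no effect and reference inhibitor for full effect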
Hsp70 displacement: Hsp70 inhibitors, probe displacement, primary screen, biochemical, fluorescence polarization (AID 583); Hsp70 fluorescence polarization probe displacement, mP; higher % means a stronger effect; displacement, % at 20 µM, or IC50 in µM where a hit was titrated; 0.06% of 140,000 active; in the data active = displacement above about 50%;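 note: plate controls were vehicle for no effect and reference ligand for full effect; a part of the inactive calls stands beside numbers as strong as those of hits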
An asterisk follows results filed as active; x = not tested or not shown; & = joins results of further samples. Not all compounds are listed (hit frequency here may not be typical).

SMILES	MKP-3 inhibition	Hsp70 displacement
Cc1ccc2cc(C(c3nnnn3Cc3ccccc3)N3CCN(c4ccccc4)CC3)c(=O)[nH]c2c1 (configuration not stated)	-10%	-1.7%
CCOc1cc(C=O)ccc1OCc1ccc(Cl)cc1	6%	-3.0%
COc1ccc(N2C(=O)CS(=O)(=O)C2c2ccc(Cl)cc2)cc1 (configuration not stated)	3%	2.9%
CC(=O)Nc1cccc(-c2nnc(SCC(=O)N3CCCCC3)n2C)c1	-3%	1.1%
O=C(CSc1nnc(-c2ccncc2)n1-c1ccccc1)NCc1ccco1	0%	-1.4%
CC(C)c1ccc(-c2nc(N)c3c(=O)oc4ccccc4c3n2)cc1	0%	0.4%
O=C(NCc1cccs1)c1cc2c(s1)CS(=O)(=O)C2	-4%	-1.6%
CCC(=O)Nc1cccc(NC(=O)c2ccc3c(c2)OCCO3)c1	-17%	2.8%
COc1ccc(CC(=O)NNC(=O)c2ccco2)cc1OC	6%	-2.8%
Cc1ccc(S(=O)(=O)NCc2ccccn2)cc1[N+](=O)[O-]	1%	2.1%
CCc1ccc(S(=O)(=O)N=Nc2c(O)n(CC)c3ccccc23)cc1	3%	-2.8%
COc1ccc2nc(NC(=O)CSC3=NCCS3)sc2c1	-2%	0.9%
COC(=O)C1=CNC=C(C(=O)OC)C1c1ccc(OC)c(OC)c1OC	0%	0.6%
CCOc1ccc(C(=O)Nc2ccccc2C(=O)O)cc1	-2%	-0.4%
O=C(Nc1ccc(Cl)cc1Cl)c1ccc(Cl)cc1Cl	2%	-1.6%
COC(=O)c1ccc(CSc2ccc3nnc(-c4ccccn4)n3n2)o1	-6%	-2.0%
O=C(CCN1CCCCC1)c1ccc2c(c1)OCCO2	-11%	6.2%
Cn1c(=O)c2c(SCC(=O)NCC3CCCO3)nc(-c3cccs3)nc2n(C)c1=O (configuration not stated)	3%	1.0%
COCCNC(=O)CS(=O)Cc1nc(-c2ccccc2C)oc1C (configuration not stated)	-2%	-5.2%
NC(=O)N1OCC2COc3ccc4ccccc4c3C21 (configuration not stated)	x	1.6%
O=C(Nc1nnc(-c2ccc(Cl)cc2)o1)c1ccccc1Br	4%	5.4%
CCCOc1ccc(N2C(=O)CC(N3CCN(S(=O)(=O)c4ccccc4)CC3)C2=O)cc1 (configuration not stated)	x	3.3%
O=C(NC1CC2CCC(C1)N2Cc1nnnn1Cc1ccco1)NC12CC3CC(CC(C3)C1)C2 (configuration not stated)	-12%	1.6%
Fc1ccc2[nH]c3c(N4CCSCC4)ncnc3c2c1	-1%	-3.5%
O=S(=O)(NCCSc1nc2ccccc2o1)c1ccccc1	4%&1%	1.0%&5.7%
C=CCN1CN=C(NS(=O)(=O)c2ccc(C)cc2)NC1	8%	-4.7%
Cc1cccc(NC(=O)N2CCC(c3nc4ccccc4o3)CC2)c1	-4%	-1.0%
O=[N+]([O-])c1cccc(CN2CCN(S(=O)(=O)c3ccccc3)CC2)c1	2%	-4.8%
COc1ccc(-c2csc(-c3cc4cc(Cl)cc(Cl)c4oc3=O)n2)cc1	-3%	30%
O=S(=O)(Oc1cccc2ccccc12)c1cc(Cl)ccc1Cl	-2%	2.9%

Quoted from the listing, two compounds:
SMILES	MKP-3 inhibition	Hsp70 displacement
Fc1ccc2[nH]c3c(N4CCSCC4)ncnc3c2c1	-1%	-3.5%
O=S(=O)(NCCSc1nc2ccccc2o1)c1ccccc1	4%&1%	1.0%&5.7%

Additional structures follow:
SMILES	MKP-3 inhibition	Hsp70 displacement
CC(C)(C)C(=O)Oc1cc(N)n(S(=O)(=O)c2ccccc2)n1	-7%	-0.8%
CCOC(=O)c1c(NC(=O)c2ccoc2C)sc(C(=O)N(C)C)c1C	x	3.4%
O=C1C2C3C=CC(C3)C2C(=O)N1CCc1ccccc1 (configuration not stated)	0%	2.6%&-4.1%
COc1ccc(S(=O)(=O)n2nc(C)c(Sc3ccc([N+](=O)[O-])cc3)c2C)cc1	0%	0.6%
O=c1oc2ccccc2cc1-c1ccc([N+](=O)[O-])cc1	-2%	-1.5%
C/C(=N\NS(=O)(=O)c1ccc(C)cc1)c1ccc(Br)s1	x	0.9%
O=C(CSc1nnc(Cc2cccs2)n1CCc1ccccc1)N1CCCc2ccccc21	x	2.0%
O=C(O)c1cc(S(=O)(=O)N2CCCCC2)ccc1O	0%	-6.9%
CCCCn1c(=NC(=O)c2ccc3c(c2)OCO3)c(C#N)cc2c(=O)n3cccc(C)c3nc21	-9%	-6.6%
O=C1NC(=O)C(CC(=O)N(c2ccccc2)C2(C(=O)NC3CCCC3)CCCCC2)N1 (configuration not stated)	-3%	5.3%
CC1(C)CC(=O)C2=C(C1)OC(N)=C(C#N)C2C#Cc1ccccc1 (configuration not stated)	31%	2.3%
c1ccc(CNc2c3c(nc4ncnn24)CCCC3)nc1	0%	2.1%
CCNc1nc(OC)nc(Oc2ccc(=O)n(-c3ccccc3)n2)n1	-2%	-3.6%
N#C/C(=C\c1ccc(C(=O)O)cc1)C(=O)NCC1CCCO1 (configuration not stated)	-3%	0.2%
Cc1ccc(C)c(NC(=S)NNC(=O)c2csc(C(C)C)c2)c1	x	2.6%
Cc1ccc(-c2nn(Cc3ccccc3)cc2/C=C/C(=O)O)cc1C	x	-1.6%
CC1(C)CC(=O)C2=C(C1)N(Cc1ccco1)C(=O)C2(NC(=O)C1CCCCC1)C(F)(F)F (configuration not stated)	3%	-3.1%
O=C(CN1C(=O)c2ccc([N+](=O)[O-])cc2C1=O)NN1C(=O)c2ccccc2C1=O	5%	0.9%
O=C1C2C3C=CC(C2C(=O)N1C1CCCCC1)C1C(=O)N(C2CCCCC2)C(=O)C31 (configuration not stated)	4%	0.2%&5.8%
CCOC(=O)CCSc1nc(C)c2cc(C)c(C)cc2n1	x	-1.2%
COc1ccc2c(oc(=O)c3ccccc32)c1C	4%	-0.4%
Cc1ccccc1NC(=O)CN(c1cccc(Br)c1)S(=O)(=O)c1ccccc1	-3%	-1.0%
CN(C)S(=O)(=O)c1ccc(NC(=O)c2ccccn2)cc1	8%	-1.4%
COc1cccc(OCCOc2ccccc2/C=C2/SC(=S)N(c3ccccc3)C2=O)c1	-4%	-3.3%
CC(C)(C)NC(=O)CSc1nccn1Cc1ccccc1	-10%	2.2%
CCOc1ccccc1NC(=O)c1c(NC(=O)c2ccccc2Cl)sc2c1CCCC2	-1%	9.9%
COc1ccc2c(c1)c(C1N3CC4(C)CN1CC(C)(C3)C4=O)c(C)n2C (configuration not stated)	2%	-0.6%
O=C(NCCC(=O)N1CCN(c2ncccn2)CC1)c1ccccc1	-11%	-2.3%
CC(C)c1nnc(NC(=O)Nc2ccccc2)s1	0%	2.9%
O=C1NC(=Nc2ccc(O)cc2)S/C1=C\c1ccc(Cl)cc1	3%	1.7%

Looked up one by one from the entries so far (two):
SMILES	MKP-3 inhibition	Hsp70 displacement
CCOc1cc(C=O)ccc1OCc1ccc(Cl)cc1	6%	-3.0%
Cc1ccc(C)c(NC(=S)NNC(=O)c2csc(C(C)C)c2)c1	x	2.6%

(further entries)
SMILES	MKP-3 inhibition	Hsp70 displacement
COc1ccc(S(=O)(=O)N(CC(=O)N[C@@H]2C[C@H]3CC[C@@H]2C3)c2ccc(C)cc2)cc1OC	5%	6.6%
CC(C)CCN(C)c1ccc(/C=N/n2cnnc2)cc1	x	1.5%
CC12CC3(C)CC(C)(C1)CC(C(=O)NN)(C2)C3	-4%	2.9%
COCCNC(=O)Cn1nc(C(F)(F)F)cc1C	-11%	17%
CCn1c(SCC(=O)c2ccc(CNC(C)=O)o2)nnc1-c1cccs1	7%	4.6%
Cc1nnc(SCC(=O)Nc2ccc(Cl)cn2)n1Cc1ccccc1	-5%	-4.4%
Cc1cccc(N(CC(=O)N2CCCC2)S(=O)(=O)c2ccccc2)c1C	-11%	-4.4%
COCC(=O)Nc1sc2c(c1C(=O)OC)C(C(=O)OC)CC2 (configuration not stated)	-11%	1.1%
CCCC(=O)NC(Nc1ccc(S(=O)(=O)Nc2cc(C)on2)cc1)(C(F)(F)F)C(F)(F)F	x	3.2%
CCOc1ccc2nc(NC(=O)Cn3cnc4c3c(=O)n(C)c(=O)n4C)sc2c1	-5%	-1.1%
COC(=O)c1ccc(Nc2ncnc3c2cnn3-c2cccc(C)c2)cc1	-5%	-1.1%
COc1ccccc1Oc1ccc2c(c1)C(=O)N(c1ccc(O)cc1)C2=O	-3%	6.5%
Nc1ccc2oc(=O)c3ccccc3c2c1	7%	1.7%
CCC(C)(C(=O)NC1CCCCC1)N(CC1CCCO1)C(=O)c1ccccn1 (configuration not stated)	-14%	2.8%
CCOc1ccc(N2C(=O)NC(=O)/C(=C\c3cc(Br)ccc3OC)C2=O)cc1	-1%	0.4%

Arranged by the number under Hsp70 displacement (low to high): some entries from above
SMILES	MKP-3 inhibition	Hsp70 displacement
Cc1cccc(N(CC(=O)N2CCCC2)S(=O)(=O)c2ccccc2)c1C	-11%	-4.4%
COC(=O)c1ccc(Nc2ncnc3c2cnn3-c2cccc(C)c2)cc1	-5%	-1.1%
CC(C)CCN(C)c1ccc(/C=N/n2cnnc2)cc1	x	1.5%
CCC(C)(C(=O)NC1CCCCC1)N(CC1CCCO1)C(=O)c1ccccn1 (configuration not stated)	-14%	2.8%
CCn1c(SCC(=O)c2ccc(CNC(C)=O)o2)nnc1-c1cccs1	7%	4.6%
COCCNC(=O)Cn1nc(C(F)(F)F)cc1C	-11%	17%

Additional entries.
SMILES	MKP-3 inhibition	Hsp70 displacement
O=C(COc1ccc(Br)cc1)Nc1cccnc1	0%	2.1%
CCOC(=O)c1c(NC(=O)NN)sc2c1CCCC2	1%	-2.7%
CCOC(=O)CNC(=O)Nc1cc(C(C)(C)C)nn1-c1ccccc1	-4%	2.0%
O=C(NCCCn1ccnc1)c1cc2c(ccc3ccccc32)oc1=O	1%	-0.4%
COCc1cc(C)nc(SCC(=O)N2CCC(C)CC2)c1C#N	-6%	3.5%
O=C(CSc1nnc(-c2cccnc2)o1)Oc1ccccc1	-7%	-2.8%
COc1ccc(C2C(C(=O)N3CCOCC3)=C(C)NC3=C2C(=O)CC(C)(C)C3)cc1O (configuration not stated)	-3%	3.4%
CCCCN(C)Cc1c(C)[nH]c2ccc(C)cc2c1=O	x	-3.4%
Cc1cc(OCC(O)CN2CCN(c3ccccc3)CC2)cc(C)c1Cl (configuration not stated)	5%	-4.0%
COc1ccc(CCn2c(-c3ccco3)nc3oc4ccccc4c(=O)c3c2=O)cc1	-6%	-1.8%
COc1ccc(-c2oc(NC(=O)CCl)c(C#N)c2-c2ccc(OC)cc2)cc1	x	8.7%
CCC(CC)C(=O)Nc1ccc(S(=O)(=O)Nc2cnc3ccccc3n2)cc1	3%	-2.8%
CCCOc1ccc(CCc2n[nH]c(=S)n2-c2ccccc2)cc1	3%	-4.7%
N#C/C(=C\c1ccc(OCc2ccccc2)cc1)C(=O)Nc1nc2c(s1)CCN(Cc1ccccc1)C2	x	-61%
O=C(c1cc(Br)ccc1Cl)N1CCN(c2ccc([N+](=O)[O-])cc2)CC1	0%	2.1%

Compounds listed so far that have a nitro group on carbon:
SMILES	MKP-3 inhibition	Hsp70 displacement
Cc1ccc(S(=O)(=O)NCc2ccccn2)cc1[N+](=O)[O-]	1%	2.1%
O=[N+]([O-])c1cccc(CN2CCN(S(=O)(=O)c3ccccc3)CC2)c1	2%	-4.8%
COc1ccc(S(=O)(=O)n2nc(C)c(Sc3ccc([N+](=O)[O-])cc3)c2C)cc1	0%	0.6%
O=c1oc2ccccc2cc1-c1ccc([N+](=O)[O-])cc1	-2%	-1.5%
O=C(CN1C(=O)c2ccc([N+](=O)[O-])cc2C1=O)NN1C(=O)c2ccccc2C1=O	5%	0.9%
O=C(c1cc(Br)ccc1Cl)N1CCN(c2ccc([N+](=O)[O-])cc2)CC1	0%	2.1%

Next records follow:
SMILES	MKP-3 inhibition	Hsp70 displacement
COc1ccc2c(=O)c(-c3ccccc3OC)c(C(F)(F)F)oc2c1	2%	2.3%
CCOC(=O)C1=C(N)c2ccccc2CC1(C)C1CCCCC1 (configuration not stated)	3%	4.1%
CC(=O)NC1C(=O)N=C(SCC(=O)NC(C)c2ccccc2)NC1=O (configuration not stated)	-8%	5.9%
Cc1cc(C)n(C(=O)C(C)Oc2ccc(Cl)cc2)n1 (configuration not stated)	3%	-2.3%
CCN(CC)S(=O)(=O)c1ccc2c(c1)nc(CCC(=O)OCC(=O)N1CCc3ccccc31)n2C	-3%	10%
O=C(CSc1nnc(COc2cccc3ccccc23)o1)N1CCN(C(=O)c2ccco2)CC1	-8%	2.3%
O=C1CCC(c2ccccc2)N1C(=O)c1cccnc1 (configuration not stated)	0%&-2%	1.2%&2.4%
CCCS(=O)(=O)N1CCC(C(=O)NCC2CCCO2)CC1 (configuration not stated)	0%	-5.7%
O=C(Nc1nccs1)C1CCCN(S(=O)(=O)c2cccnc2)C1 (configuration not stated)	-12%	-0.4%
O=C(Nc1cnccn1)C1c2ccccc2Oc2ccccc21	-9%	8.7%
CC(Nc1ccc(Cl)cc1)c1cc(Cl)ccc1O (configuration not stated)	x	-0.8%
COc1ccc(C(=O)N2c3cc(C)ccc3C(Nc3ccc(C)cc3)CC2C)cc1 (configuration not stated)	6%	3.6%
COc1ccc2nc(Nc3nc(C)c(C(C)=O)s3)sc2c1	4%	2.8%
CC(=O)N(c1ccccc1)c1c(F)c(F)c(F)c(F)c1F	-8%&1%	1.1%
Cc1ccccc1C(=O)N1CCN(c2nc(N3CCOCC3)nc(N3CCOCC3)n2)CC1	-6%	x
CCC(C)(C(=O)NC1CCCCC1)N(Cc1ccco1)C(=O)c1ccccn1 (configuration not stated)	x	-2.9%
c1cncc(-c2nc(NCc3ccco3)c3ccccc3n2)c1	-2%	4.8%
Cc1ccc(S(=O)(=O)N2CCN(c3ccccc3)CC2)cc1[N+](=O)[O-]	-1%	7.6%
CC(CCO)Nc1nc2c([nH]1)c(=O)n(C)c(=O)n2C (configuration not stated)	-13%	-2.9%
Cn1c(=O)c2c(SC3CCCC3)nc(CC(C)(C)C)nc2n(C)c1=O	-6%	-1.5%
